Bioassay records deposited in PubChem by National Center for Advancing Translational Sciences (NCATS).
IMPase Li inh: cell-permeable IMPase inhibitors with lithium potentiation; CHO-M1 cells, IP1 TR-FRET (IP-One), carbachol + lithium; Potency, µM (titrated, usually from 59.4 µM), for inactives: at the top dose activity, negative = IMPase inhibition, usual class: inhibitors; 210,000 compounds, 0.35% hits; AID 1457;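 further: IP1 builds up when IMPase is blocked and the TR-FRET signal falls; potency means the concentration at half of the fitted maximal effect; plate controls were basal vehicle for no effect and high inhibitor control for full effect; nearly all actives have a fitted effect of over 50% in size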
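IP1 accumulation measured by competitive TR-FRET in lysed CHO-M1 cells after 30 min compound exposure at 37C, with a small lithium addition to potentiate weak responses. Hill-equation AC50 from ratio and donor-channel data.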
L3MBTL1 block: blocks human L3MBTL1; 230,000 compounds, 0.66% hits; AlphaScreen L3MBTL1–H3K9me1 peptide binding; Potency, µM (top dose mostly 57.1 µM), inactives show at the top dose activity, negative = inhibition, most hits filed as inhibitors; Q9Y468; further: potency means the concentration at half of the fitted maximal effect; on the % scale 0 is the no-effect control and ±100 the full control effect; nearly all actives have a fitted effect of over 60% in size
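Displacement of a biotinylated histone H3(1-15) peptide monomethylated at Lys9 (75 nM) from L3MBTL1 (50 nM) was measured by AlphaScreen after a 30 min room-temperature compound incubation; cefsulodin titration served as intraplate control.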
HTT aggregate: inhibitors of mutant huntingtin aggregate formation in PC12 cells | AID 1688 | 220,000 compounds, 1.1% hits | Potency, µM (series often up to 46.1 µM), without a hit: at the highest dose activity change, negative = inhibition, usual class: inhibitors | PC12 HttQ103-GFP aggregates, Acumen cytometry, 40 h; further: potency means the concentration at half of the fitted maximal effect; on the % scale 0 is the no-effect control and ±100 the full control effect; nearly all actives have a fitted effect of over 60% in size
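Aggregates are detected as GFP objects 1–25 µm with signal 6 STDEV over background in lysates of induced PC12 cells. These carry Huntingtin exon 1 with 103 glutamines fused to GFP under an ecdysone promoter; compounds titrated.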
NPSR antag: antagonists of human neuropeptide S receptor cAMP signaling; 220,000 compounds, 1% hits; Q6W5P4; CHO-NPSR cells, cAMP TR-FRET, antagonist mode; Potency, µM (top dose mostly 38.3 µM), for the others: at the highest dose activity change, negative = inhibition, most hits filed as inhibitors; further: potency means the concentration at half of the fitted maximal effect; on the % scale 0 is the no-effect control and ±100 the full control effect; nearly all actives have a fitted effect of over 50% in size; many of its hits are not listed in these tables
Target sequence (Q6W5P4 whole entry, looked up): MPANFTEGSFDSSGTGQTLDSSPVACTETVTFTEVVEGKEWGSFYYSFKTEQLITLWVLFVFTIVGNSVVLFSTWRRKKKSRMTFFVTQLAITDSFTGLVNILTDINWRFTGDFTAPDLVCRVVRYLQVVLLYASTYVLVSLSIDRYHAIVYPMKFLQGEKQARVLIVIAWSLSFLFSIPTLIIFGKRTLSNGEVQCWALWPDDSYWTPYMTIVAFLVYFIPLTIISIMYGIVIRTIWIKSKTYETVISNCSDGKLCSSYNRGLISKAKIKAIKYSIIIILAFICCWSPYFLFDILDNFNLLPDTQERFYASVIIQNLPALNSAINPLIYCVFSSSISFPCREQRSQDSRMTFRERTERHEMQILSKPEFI
Epigenetic reg: regulators of epigenetic silencing causing reporter derepression in mouse cells; murine LDR cells, GFP reporter derepression, 30 h; AID 1865; 280,000 compounds, 0.2% hits; Potency, µM (top dose mostly 53.9 µM), inactives show at the highest dose GFP activation, actives largely listed as activators; further: potency means the concentration at half of the fitted maximal effect; % of control where 0% means no effect; nearly all actives have a fitted effect of over 60% in size
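Derepression of a silenced CMV-GFP reporter in murine LDR cells is scored by enumerating GFP-positive cells with a laser-scanning microplate cytometer after 30 hours of treatment at 37 C.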
Luc counter: Kinase-Glo luciferase inhibition (counter-screen); Potency, µM (series often up to 38.3 µM), for the others: at the highest dose activity change, negative = inhibition, most hits filed as inhibitors; 200,000 compounds, 0.28% hits; Q27757; AID 1379; Kinase-Glo luciferase, ATP luminescence, 8 min; further: potency means the concentration at half of the fitted maximal effect; on the % scale 0 is the no-effect control and ±100 the full control effect; nearly all actives have a fitted effect of over 60% in size
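Light output from Kinase-Glo luciferase with luciferin and 10 uM ATP in 50 mM imidazole pH 7.2, KCl, MgCl2, Tween 20, BSA; compound pin-delivered, 8-min ambient incubation, then luminescence read.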
CBFb-RUNX1 inh: inhibitors of human CBF-beta and RUNX1 interaction; AlphaScreen CBFb-His/RUNX1-biotin binding, biochemical; Potency, µM (highest dose often 59.8 µM), for the others: at the highest dose activity, negative = inhibition, most hits filed as inhibitors; 230,000 tested, under 10 active; AID 1477; further: % of control where 0% means no effect
Target sequence (Q01196 whole entry, looked up): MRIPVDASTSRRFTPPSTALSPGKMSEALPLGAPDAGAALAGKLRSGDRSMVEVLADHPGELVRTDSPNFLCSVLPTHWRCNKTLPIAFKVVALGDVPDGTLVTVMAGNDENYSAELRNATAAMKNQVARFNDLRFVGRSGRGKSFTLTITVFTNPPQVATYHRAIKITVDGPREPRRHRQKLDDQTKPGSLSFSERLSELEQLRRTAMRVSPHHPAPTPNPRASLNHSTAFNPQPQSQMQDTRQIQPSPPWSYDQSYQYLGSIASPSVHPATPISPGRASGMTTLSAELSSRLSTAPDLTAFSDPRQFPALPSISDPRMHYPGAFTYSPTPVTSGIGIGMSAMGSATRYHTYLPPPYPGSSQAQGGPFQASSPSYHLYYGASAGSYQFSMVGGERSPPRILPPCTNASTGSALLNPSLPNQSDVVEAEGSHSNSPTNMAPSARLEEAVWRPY
Target sequence (Q13951 whole entry, looked up): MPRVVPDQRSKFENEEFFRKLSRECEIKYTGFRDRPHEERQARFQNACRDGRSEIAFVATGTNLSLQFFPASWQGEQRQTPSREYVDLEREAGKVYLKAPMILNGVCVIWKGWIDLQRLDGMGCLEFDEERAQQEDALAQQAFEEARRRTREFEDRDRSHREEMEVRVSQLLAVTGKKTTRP
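AlphaScreen binding: CBFb-His and RUNX1-biotin (30 nM each) preincubated 20 min, compound added for 15 min, then nickel and streptavidin beads for 90 min, all at room temperature. Disruption of the interaction by any mechanism counts as activity.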
* = called active by the depositor; u = inconclusive; x = no result given; [ ] = dose if it differs, or a comment. The call rests on the fitted dose curve; in most records, active means well fitted curve in the direction sought with a large enough effect; inconclusive means small, poorly fitted or top-dose-only effect, or another doubt; inactive means no such curve, though single readings can be large; an effect the other way counts as inactive or inconclusive. This is a subset; count on the stated rates, not on these rows.

SMILES | IMPase Li inh | L3MBTL1 block | HTT aggregate | NPSR antag | Epigenetic reg | Luc counter | CBFb-RUNX1 inh
O=C(NNc1nc2ccccc2nc1C(F)(F)F)c1ccccc1 | 9.9%[38.3 µM] | -0.4% | 5.2% | 7.5%[46.1 µM] | -0.9% | -3.6% | -0.2%
CCOc1ccc(C(=O)Nc2c3c(nn2-c2cccc(Cl)c2)CS(=O)C3)cc1 (stereo unspecified) | 5.5% | 27.2%[11.4 µM] | 25.9% | 2.5% | -1.0% | 1.8% | 0.9%
COc1ccc(C2CC(c3ccc(Cl)cc3Cl)Nc3nc(N)nn32)cc1 (stereo unspecified) | 54.0%[activator][38.3 µM] | 11.1% | -15.0% | u | -0.8% | 1.3% | 3.1%
CC(=O)Nc1c(C(=O)NCc2ccccc2)nnn1Cc1ccccc1 | 2.1%[38.3 µM] | -0.6% | u | 9.3%[46.1 µM] | 0.0% | -1.6% | -1.8%
CCOC(=O)CNC(=O)c1ccc(C#CC2(O)CCCCC2)cc1 | 1.4% | 1.4% | -13.9% | 4.9% | -1.0% | 1.6% | 5.1%
Oc1ccc(Cl)c2cccnc12 | 7.7% | x | -41.6% | x | u | -9.4% | -3.7%
O=C(NCSc1ccnc(SCNC(=O)c2ccc(F)cc2)n1)c1ccc(F)cc1 | 0.9% | 7.7% | 16.0% | -5.6%[46.1 µM] | -2.2% | -1.0% | -1.3%
O=C(Nc1ccc(-n2ccc(C(F)(F)F)n2)cc1)Nc1cccc(Cl)c1 | x | -1.0% | -22.4%[9.22 µM] | u | 1.2% | x | -0.3%
CCOP(=O)(OCC)C(Nc1ccccc1)c1ccco1 (stereo unspecified) | -0.6% | x | -0.8% | 15.4% | 2.2% | -0.8% | -6.0%
CC1CCCCC1NC(=S)NC(=O)c1sc2ccccc2c1Cl (stereo unspecified) | 7.3% | 9.8% | -19.1% | 16.3% | -1.7% | 1.9% | 17.2%
COc1ccccc1CNC(=O)c1cccc2c1C(=O)N(Cc1cccnc1)C2 | 8.7% | x | -2.5% | -20.1% | 0.9% | x | -4.5%
O=C(CSc1nc2ccsc2c(=O)n1NC(=O)c1ccccc1)NCc1ccco1 | -6.9%[38.3 µM] | -2.8% | 18.8% | -9.5%[46.1 µM] | -1.5% | -7.2% | -9.6%
COC(=O)c1ccc2nc(C(F)(F)F)[nH]c2c1 | -26.0%[38.3 µM] | 35.5%[activator] | u | -12.1%[46.1 µM] | -0.9% | -2.7% | 12.9%
CCn1c(=O)cc(NC2=NCC(C)CN2c2cccc(Cl)c2)n(C)c1=O (stereo unspecified) | 5.2%[38.3 µM] | -0.3% | 14.5% | -25.7%[46.1 µM] | 7.4% | -1.4% | 4.2%
COc1cccc(CN2CCNC(=O)C2CC(=O)NCCOc2cccnc2)c1OC (stereo unspecified) | -2.1% | 6.0% | -7.3%[9.22 µM] | -16.5% | -1.0% | 2.2% | 14.8%
O=C(CSc1nnc(-c2ccco2)n1Cc1ccccc1)OC1CCCCC1 | 0.7%[38.3 µM] | -6.3% | 31.6µM* | -24.7%[46.1 µM] | 1.2% | -5.4% | 0.0%
O=C(CCN1C(=O)c2ccccc2C1=O)Oc1ccc2ccccc2c1 | -10.0%[38.3 µM] | -0.5% | 2.8% | -0.6%[46.1 µM] | -1.4% | -8.6% | 13.5%
O=C(CN1N=C(c2ccccc2)CCC1=O)NCc1cccs1 | -5.6% | -6.4% | 34.4% | 1.9% | -4.2% | -2.3% | -8.6%
CCn1c(NC(=O)C(C)C)c2ccccc2nc1=O | -0.5% | -6.3%[11.4 µM] | 17.9% | 11.3% | -3.5% | 2.5% | 10.7%
O=C(CCCCCN1C(=O)c2cccc3cccc(c23)C1=O)NCCO | -3.4% | x | u | 8.0% | -0.1% | -3.1% | 1.1%
CCOc1cc(C2CC(=O)NC(SCC)=C2C#N)ccc1O (stereo unspecified) | -4.4%[38.3 µM] | x | -19.3% | -9.1%[46.1 µM] | 0.4% | 14.8% | 3.5%
C#CCOCCOCCOCCNc1nc(N2CCN(C(=O)[C@H](CCC(=O)O)n3cc(C(N)CC(C)C)nn3)CC2)nc(N2CCN(C(=O)[C@H](CCC(=O)O)n3cc(C(N)[C@H](C)CC)nn3)CC2)n1 (stereo partly specified) | -4.1% | 8.2% | -12.2%[9.22 µM] | -22.5% | -1.5% | x | 3.7%
CCn1c(COc2ccc3c(c2)OCO3)nnc1SCC(=O)O | -2.8% | 13.7% | -15.9% | 5.2%[46.1 µM] | -1.2% | -1.0% | 22.5%
O=C(Nc1ccc(Oc2ccc(C(F)(F)F)cn2)c(Cl)c1)C1CC1 | 39.6%[activator] | -23.4% | -21.9% | -29.6% | -3.3% | -2.1% | 23.1%
c1ccc(CCN2CCN(c3ncnc4c3cnn4-c3ccccc3)CC2)cc1 | 28.5%[38.3 µM] | 1.9% | -18.8% | -14.3%[46.1 µM] | -1.1% | 1.5% | -0.6%
CCOC(=O)C1=C(C)OC(N)=C(C#N)C1c1cc(Cl)c(OCC(N)=O)c(OC)c1 (stereo unspecified) | 5.1%[38.3 µM] | x | 7.9% | -11.8%[46.1 µM] | -2.2% | -5.2% | 0.2%
O=C(c1cc2ccccc2oc1=O)N(Cc1cccs1)Cc1cccs1 | 21.7% | -0.6% | 4.6% | u | 1.2% | -2.3% | 9.4%
O=C(COc1ccc2c(C(F)(F)F)cc(=O)oc2c1)NCc1cccs1 | 1.0% | -1.1% | -1.5% | -6.9% | -2.0% | 0.5% | -2.4%
CN(C)S(=O)(=O)c1ccc(NC(=O)N2CCN(c3ccccc3Cl)CC2)cc1 | -2.6%[38.3 µM] | 3.5% | -35.4% | -14.8%[46.1 µM] | 1.5% | 2.3% | 8.4%
COCCCNC(=O)c1ccc(CN2CCc3ccccc3C2)cc1 | 10.2% | 0.8% | 12.2%[9.22 µM] | 4.9% | 1.0% | -4.7% | 3.4%

Rewritten with two lines to a compound: part of the list above
Second line of a record: IMPase Li inh	L3MBTL1 block	HTT aggregate	NPSR antag	Epigenetic reg	Luc counter	CBFb-RUNX1 inh
> O=C(CN1N=C(c2ccccc2)CCC1=O)NCc1cccs1
  -5.6%	-6.4%	34.4%	1.9%	-4.2%	-2.3%	-8.6%
> CCn1c(COc2ccc3c(c2)OCO3)nnc1SCC(=O)O
  -2.8%	13.7%	-15.9%	5.2%[46.1 µM]	-1.2%	-1.0%	22.5%
> O=C(Nc1ccc(Oc2ccc(C(F)(F)F)cn2)c(Cl)c1)C1CC1
  39.6%[activator]	-23.4%	-21.9%	-29.6%	-3.3%	-2.1%	23.1%

More results follow:
SMILES | IMPase Li inh | L3MBTL1 block | HTT aggregate | NPSR antag | Epigenetic reg | Luc counter | CBFb-RUNX1 inh
O=C(OCc1ccco1)c1ccc(S(=O)(=O)N2CCCCC2)cc1 | 15.4%[38.3 µM] | u | -1.9% | -22.9%[46.1 µM] | -1.1% | 2.1% | -9.1%
Cc1ccc(N=C2NC(=O)/C(=C\c3ccc(C)s3)S2)cc1 | 15.1% | 0.3% | 0.3%[9.22 µM] | 11.8% | 0.1% | -3.0% | 4.2%
Cn1c(=O)c2c(SCC(=O)N3CCCc4ccccc43)nc(C3CC3)nc2n(C)c1=O | 25.4%[38.3 µM] | 3.0% | -9.9% | u | 0.0% | 2.2% | 5.7%
COC(=O)c1cc(OC)c(OC)cc1NC(=O)Nc1ccc(OC)cc1OC | -11.2%[38.3 µM] | 3.0% | 14.0% | -5.7%[46.1 µM] | -5.9% | 2.1% | 5.2%
CCOC(=O)C1CCCN1C(=O)c1ccc(OC)c(Br)c1 (stereo unspecified) | -9.8% | -12.8% | 6.9%[9.22 µM] | 17.8% | -7.7% | 3.0% | -15.6%
CCN(CC)S(=O)(=O)c1cccc(C(=O)Nc2cc(C)nn2-c2ccccc2)c1 | 2.1% | 6.2% | -7.3% | -4.0%[46.1 µM] | 0.0% | 3.3% | 4.2%
O=C1CCC(C(=O)Nc2cccc3ccccc23)N1 (stereo unspecified) | 7.9%[38.3 µM] | x | 12.1% | -8.8%[46.1 µM] | -1.1% | -0.4% | 3.7%
Cc1ccc(S(=O)(=O)N2CCN(C(=O)COc3ccc(C)nc3[N+](=O)[O-])CC2)c(C)c1 | 8.7% | 3.1% | 0.0% | -0.9% | -0.2% | 0.3% | -7.3%
CN1CCN(C(=O)c2cn(-c3ccccc3)nc2-c2cccnc2)CC1 | 7.0%[38.3 µM] | x | u | 4.5%[46.1 µM] | 0.0% | 12.4% | -0.2%
CC(SC1CCCC1)C(=O)NC(C)(C#N)C(C)C (stereo unspecified) | 6.7%[38.3 µM] | -2.2% | -8.7% | 0.4%[46.1 µM] | -0.6% | 0.0% | 7.6%
Cc1c(NC(=S)N/N=C/c2cccc(O)c2)c(=O)n(-c2ccccc2)n1C | -2.2%[38.3 µM] | -0.8% | -1.1% | -9.7%[46.1 µM] | 0.0% | 0.2% | 5.1%
Cc1ccccc1NC(=O)CN1C(=O)N/C(=C\c2cccn2-c2cccc(C(=O)O)c2)C1=O | 5.7% | 3.55µM* | 6.3%[9.22 µM] | -11.4% | -5.0% | -0.5% | u
CNc1cccccc1=S | 29.3%[38.3 µM] | 3.98µM* | 18.4% | u | 3.0% | 4.9% | x
CN(C)S(=O)(=O)c1cccc(NC(=O)c2ccc(OC(F)(F)F)cc2)c1 | 8.0% | 7.8% | 9.2% | 7.6% | -1.3% | -5.7% | 7.3%
Cc1ccc(-n2nnnc2C(Cl)(Cl)c2nnnn2-c2ccc(C)cc2)cc1 | 9.9%[38.3 µM] | -1.6% | u | 15.7%[46.1 µM] | -0.9% | -1.7% | 1.3%
CCC(Sc1nc(-c2ccccc2)c(C#N)c(=O)[nH]1)C(=O)Nc1nnc(C)s1 (stereo unspecified) | 3.16µM* | 11.9% | -2.9% | 4.7%[46.1 µM] | -0.9% | -1.1% | -2.3%
O=C(Nc1ccc(O)c(C(=O)O)c1)c1ccc2c(c1)C(=O)N(CC1CCCO1)C2=O (stereo unspecified) | -0.6%[38.3 µM] | -1.1% | 12.9% | -5.6%[46.1 µM] | -3.2% | -1.4% | 4.6%
C/C(N)=C(/C#N)C(=O)COc1ncnc2ccccc12 | -8.7%[38.3 µM] | 8.5% | -5.4% | -10.4%[46.1 µM] | 5.0% | 1.0% | 6.7%
O=[N+]([O-])c1ccc(O)c(/C=N/Nc2nn[nH]n2)c1 | 10.7% | 14.1µM* | 0.3% | 15.5% | 1.7% | -0.6% | -6.8%
COc1cc2[nH]c(=S)n(Cc3ccc(C)o3)c(=O)c2cc1OC | 2.1%[38.3 µM] | 1.0% | -0.7% | -10.8%[46.1 µM] | -1.0% | -4.3% | 0.2%
CSc1ccccc1OC1CCN(Cc2ccccc2)CC1 | -1.2% | 0.1% | -13.2% | -11.9% | 0.0% | -5.1% | -4.4%
